CCT modulator: High-Throughput Screening for Modulators of Cytosolic Chaperonin Activity; AID 651819, 2012; purified chaperonin ATPase assay, HTRF ADP detection, 30 min; 360,000 compounds, 0.3% hits; activity change, % (no concentration beside the values), hits read low; in the data active = activity change below about -30%; also: % is scaled to controls: 0 for no effect and ±100 for the full control effect
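TRiC (40 or 20 nM final, by batch activity) in 30 mM Tris pH 7.4, 100 mM KCl, 5 mM MgCl2, 1 mM DTT was treated with compound at 76 uM single dose, then 10 uM ATP, 30 min at 37 °C. ADP was read by HTRF Transcreener.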
PTHR1 agonist: qHTS for PTHR1 Agonists: Primary Screen. Potency, µM (doses to about 115 µM), without a hit: at the highest dose activation, most hits filed as activators. Parathyroid hormone/parathyroid hormone-related peptide receptor (Homo sapiens), Q03431. HEK293 GP2 PTHR1 cells, GloSensor cAMP luminescence, 1 h. AID 743266, 2014. 410,000 compounds, 0.075% hits; also: potency is read from the fitted curve at half-maximal effect; nearly all actives have a fitted effect of over 55% in size; some results filed as inactive show a strong effect at the top dose; inactives centre near -15; many of its hits are not listed in these tables
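HEK-293-derived GP2 cells expressing PTHR1 and a GloSensor cAMP reporter, 3,000/well, plated overnight, given luciferin plus IBMX (each 0.5 mM as added) for 1 h at 37 °C, then compound for 1 h at 37 °C. Luminescence was read after 15 min at room temperature.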
D3 antag: qHTS of D3 Dopamine Receptor Antagonist: qHTS; D(3) dopamine receptor (Homo sapiens), P35462; D3R cells, DiscoveRx beta-arrestin luminescence, antagonist mode; stronger effect = lower value; max response, negative = inhibition, %; 360,000 compounds, 2.5% hits; AID 652054, 2013; in the data active = max response below about -50%; inconclusive = no clear call, values can overlap the other calls; also: % is scaled to controls: 0 for no effect and ±100 for the full control effect; mostly tested at two doses, the higher about 12 µM
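Cells plated overnight at 1500 cells/well, then exposed to library compounds with dopamine controls for 90 minutes at 37 degrees C. DiscoveRx reagent added for 30–60 minutes at room temperature; luminescence read, quantitative HTS format.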
EPAC2 agonist: qHTS for Agonist of cAMP-regulated guanine nucleotide exchange factor 4 (EPAC2): primary screen | Rap guanine nucleotide exchange factor 4 (Homo sapiens), Q8WZA2 | EPAC2 activation, biochemical qHTS; response scale: 100% = 6.5 mM cAMP response | Potency, µM (titrated, usually from 154 µM), for the others: top-dose activation, usual class: activators | 360,000 compounds, 0.079% hits | AID 720711, 2013; also: potency is read from the fitted curve at half-maximal effect; nearly all actives have a fitted effect of over 50% in size
Target sequence (Q8WZA2 whole entry, looked up): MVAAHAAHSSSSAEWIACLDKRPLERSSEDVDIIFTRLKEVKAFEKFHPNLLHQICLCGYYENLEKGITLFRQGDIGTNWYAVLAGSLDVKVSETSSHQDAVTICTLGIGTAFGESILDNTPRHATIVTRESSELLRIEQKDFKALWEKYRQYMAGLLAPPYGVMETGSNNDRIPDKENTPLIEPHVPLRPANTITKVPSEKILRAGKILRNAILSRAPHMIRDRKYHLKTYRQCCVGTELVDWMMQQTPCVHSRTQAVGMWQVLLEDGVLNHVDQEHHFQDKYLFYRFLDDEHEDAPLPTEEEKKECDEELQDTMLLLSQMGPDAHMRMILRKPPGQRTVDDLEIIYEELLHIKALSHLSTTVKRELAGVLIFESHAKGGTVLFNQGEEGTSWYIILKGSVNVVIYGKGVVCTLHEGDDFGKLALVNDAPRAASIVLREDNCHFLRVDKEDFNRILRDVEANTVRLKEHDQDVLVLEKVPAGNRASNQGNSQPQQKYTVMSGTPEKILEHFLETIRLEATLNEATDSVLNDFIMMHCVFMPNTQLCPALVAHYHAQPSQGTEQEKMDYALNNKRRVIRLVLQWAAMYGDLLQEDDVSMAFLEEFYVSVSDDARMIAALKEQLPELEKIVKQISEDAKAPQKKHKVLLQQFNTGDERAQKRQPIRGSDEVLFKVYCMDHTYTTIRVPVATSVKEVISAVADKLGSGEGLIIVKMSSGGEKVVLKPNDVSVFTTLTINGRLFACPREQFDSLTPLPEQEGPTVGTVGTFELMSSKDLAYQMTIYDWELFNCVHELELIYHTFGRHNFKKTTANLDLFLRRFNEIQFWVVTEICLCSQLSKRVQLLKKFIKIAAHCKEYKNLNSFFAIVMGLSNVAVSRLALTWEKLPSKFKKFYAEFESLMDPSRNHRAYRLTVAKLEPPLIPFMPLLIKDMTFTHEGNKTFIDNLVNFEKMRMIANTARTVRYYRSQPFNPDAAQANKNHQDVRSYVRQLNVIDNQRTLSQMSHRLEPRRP
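Each well held 100 nM EPAC2, 250 nM RAP1B-BODIPY-GDP and 50 uM GDP. Fluorescence, read at 5-min intervals to 30 min, was referenced to a 6.5 mM cAMP positive control.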
DRD3 agonist: qHTS of D3 Dopamine Receptor Agonist: qHTS. D3R DiscoveRx beta-arrestin cells, luminescence, 90 min. max activation, %. 410,000 compounds, 0.58% hits; in the data active = max activation above about 30%; also: 0% is about no effect; mostly tested at two doses, the higher about 12 µM
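Agonist-mode cell screen: cells plated at 1500/well and incubated overnight at 37 °C, then exposed to library compounds for 90 min at 37 °C. Detection reagent was added for 30–60 min at room temperature, and luminescence was read.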
MmCpn inh: Inhibitors of TCP-1 ring complex (TRiC) of Methanococcus maripaludis (MmCpn): qHTS; 330,000 compounds, 0.031% hits; Chaperonin Mm-Cpn (Methanococcus maripaludis); purified Mm-Cpn ATPase, ADP Transcreener TR-FRET; Potency, µM (highest dose often 76.9 µM), for inactives: at the highest dose activity, negative = inhibition, hits mostly inhibitors; AID 504842, 2011; also: potency is read from the fitted curve at half-maximal effect; % is scaled to controls: 0 for no effect and ±100 for the full control effect; nearly all actives have a fitted effect of over 80% in size
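ATPase turnover read by TR-FRET ADP competition (Eu cryptate antibody/ADP-d2, 665/590 nm): 10uM ATP final, 25nM Mm-CPN final, 30 min 37degC after 10-min compound preincubation, pH 7.4 Tris/KCl/MgCl2/DTT buffer.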
EPAC2 antag: qHTS for Antagonist of cAMP-regulated guanine nucleotide exchange factor 2 (EPAC2): primary screen. Potency, µM (titrated, usually from 114 µM), for inactives: at the top dose activity, negative = inhibition, hits mostly inhibitors. 360,000 compounds, 0.18% hits. EPAC2 GEF exchange of Rap1B-BODIPY-GDP, fluorescence. Rap guanine nucleotide exchange factor 4 (Homo sapiens), Q8WZA2; also: potency is read from the fitted curve at half-maximal effect; % is scaled to controls: 0 for no effect and ±100 for the full control effect; nearly all actives have a fitted effect of over 45% in size; many of its hits are not listed in these tables
Akt phos inh: HTS Assay for Inhibitors of Akt Phophorylation: Primary Screen. 360,000 compounds, 0.32% hits. Neuro2A IGF-stimulated pAkt S473 HTRF, 20 min; stronger effect = lower value. activity change, % for hits at 50 µM; in the data active = activity change below about -80%; inconclusive = mostly about -51% to -80%; also: % is scaled to controls: 0 for no effect and ±100 for the full control effect
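Neuro2A cells in DMEM with 0.5% FBS, overnight at 37 deg C, given compound at single 50 µM final, then IGF (6 nM final) for 20 min at 37 deg C. Lysed; phospho-Akt Ser473 by HTRF after 24 h, 665/615 ratio.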
Numbers without * were called inactive; i = inactive; ? = inconclusive; · = not tested or not shown; [ ] = remark or other dose. Unless noted, calls follow the shape of the dose curve; as a rule, active = well fitted curve in the direction sought with a large enough effect; inconclusive = small, poorly fitted or top-dose-only effect, or another doubt; inactive = no such curve, though single readings can be large; an effect the other way counts as inactive or inconclusive. These rows are one share of the data, so the mix of outcomes need not match the whole.

entry | compound | CCT modulator | PTHR1 agonist | D3 antag | EPAC2 agonist
1 | COc1ccccc1-n1cc(C(=O)NCC(=O)N2CCN(c3ccccc3)CC2)c2ccccc2c1=O | -0.8 | i | -14 | -2%
2 | Cc1ccc(NC(=O)COC(=O)Cn2nc(-c3ccc(F)cc3)oc2=O)cc1C | -0.6 | i | 4 | -2%
3 | O=C(/C=C/c1ccccc1)NC(NC(=S)Nc1cccc(O)c1)C(Cl)(Cl)Cl (configuration not stated) | -0.6 | -22% | -62* | 21%
4 | Cc1ccc(F)cc1CNC(=O)C1CCC(=O)N(CCCN2CCCC2=O)C1 (configuration not stated) | 0.1 | i | 3 | 7%
5 | CCCCCC(=O)N1C[C@H](O)[C@@H](n2cc(COC(=O)c3ccccc3)nn2)C[C@@H]1c1ccc(C)cc1 | -0.1 | -41%[inhibitor] | 9 | -6%
6 | CCOc1c(OC(C)=O)ccc(/C=C/c2ccc3cccc(OC(C)=O)c3n2)c1[N+](=O)[O-] | 0.3 | i | 0 | 6%
7 | COC(=O)c1ccc2nc(-c3cccc(Cl)c3)c(Cc3cccc(Cl)c3)n2c1 | 1.6 | -39%[inhibitor] | -24 | 6%
8 | COc1cccc(C(NC(C)=O)c2nc(-c3cccc4cccnc34)cs2)c1 (configuration not stated) | -2.0 | i | -14 | 2%
9 | COc1ccc(C(=O)C2CCCN(Cc3c(F)ccc(F)c3F)C2)c(OC)c1 (configuration not stated) | -2.6 | -1% | -21 | 15%
10 | Nn1c(SCC(=O)N2CCOCC2)nnc1-c1ccc(Cl)cc1Cl | -5.5 | -3% | 5 | -1%

entry | DRD3 agonist | MmCpn inh | EPAC2 antag | Akt phos inh
1 | -16 | 1% | 2% | i
2 | -6 | 2% | 1% | i
3 | -12 | 3% | -7% | i
4 | -4 | 0% | 4% | i
5 | 21 | · | -11% | i
6 | 0 | -5% | -7% | i
7 | 3 | · | -14% | i
8 | 57* | · | -3% | i
9 | -18 | 2% | -19% | i
10 | -2 | 2% | -4% | i

entry | compound | CCT modulator | PTHR1 agonist | D3 antag | EPAC2 agonist
11 | O=C(c1cccc(S(=O)(=O)N2CCOCC2)c1)N(CCO)Cc1ccccc1 | -1.5 | -1% | 7 | -7%
12 | CCCOC(=S)NC(=O)c1sc2ccccc2c1Cl | -3.3 | -6%[57.5 µM] | -17 | 9%
13 | CN(C)/C=N/c1nccc(-c2cccs2)n1 | 1.0 | i | 11 | 12%
14 | COc1ccc(Br)cc1S(=O)(=O)N1CCOCC1 | -2.1 | i | 11 | -6%
15 | Cc1cc(C)nc(NC2=N[C@@H]3CCCC[C@H]3N2C(=O)Nc2cc(Cl)cc(Cl)c2)n1 | -0.7 | -7% | 4 | 2%
16 | CCCc1cc(=O)c2ccc(OCC(C)=O)cc2o1 | 0.7 | i | -15 | 0%
17 | Cc1ccc(N2C(=O)CN(Cc3cccs3)C2=S)cc1C | -3.3 | -41%[inhibitor] | -15 | 5%
18 | CCC(C)Nc1nc2c(c(=O)n(C)c(=O)n2C)n1Cc1ccc(F)cc1 (configuration not stated) | 0.4 | i | 21 | 3%
19 | CCOC(=O)c1[nH]c2c(c1C)C(=O)CC(c1ccco1)C2 (configuration not stated) | 0.4 | -4% | -12 | -2%
20 | Fc1ccc(COc2ccccc2CNCc2ccncc2)cc1 | 0.3 | -36% | -1 | -2%

entry | DRD3 agonist | MmCpn inh | EPAC2 antag | Akt phos inh
11 | 0 | 0% | -3% | i
12 | 20 | ? | -4% | i
13 | -1 | -1% | 10% | i
14 | -5 | -1% | 6% | i
15 | 7 | · | -2% | i
16 | 11 | 1% | 13% | i
17 | 0 | -7% | -2% | i
18 | -9 | 2% | 9% | i
19 | -3 | -1% | 10% | i
20 | -7 | 0% | 17% | i

entry | compound | CCT modulator | PTHR1 agonist | D3 antag | EPAC2 agonist
21 | CC(C)(C)OC(=O)NOCC(=O)N(Cc1ccccc1)CC(O)COc1ccccc1 (configuration not stated) | -0.7 | -20% | 31 | 0%
22 | O=C1N[C@H](Cc2ccccc2)COC(=O)[C@@H](Cc2ccc(F)cc2)CC/C=C/C[C@H]1CC(=O)N(CCO)Cc1ccccc1 | -2.5 | i | 15 | 7%
23 | CCOc1ccc(-n2c(=O)c3sccc3n(CC(=O)NCc3ccco3)c2=O)cc1 | 1.2 | i | ? | 5%
24 | Fc1ccc(-c2nc3c4ccccc4ccn3c2Cc2cccc(Cl)c2)cc1 | 1.4 | -16% | -20 | 9%
25 | COc1ccc(-c2ncncc2-c2ccc(OC)c(OC)c2)c(O)c1 | -1.8 | -19% | 4 | 12%
26 | COCCN1C(=O)C(CC(=O)Nc2ccccc2)SC1=Nc1ccc(OC)cc1 (configuration not stated) | 0.7 | -1% | 19 | 5%
27 | C=CCN(CC=C)CCOc1ccccc1 | -1.1 | i | -22 | -1%
28 | COc1ccc(NC(=O)Cn2nc(Cc3cccnc3)c3ccccc3c2=O)cc1OC | 0.5 | i | -7 | -1%
29 | C=CCn1c(=O)c2c(nc(Br)n2Cc2ccccc2Cl)n(C)c1=O | -0.1 | -17%[57.5 µM] | 14 | -1%
30 | CCOC(=O)C1CCCN(Cc2nc(N)nc(Nc3ccccc3)n2)C1 (configuration not stated) | -0.8 | -5%[57.5 µM] | -60* | 5%

entry | DRD3 agonist | MmCpn inh | EPAC2 antag | Akt phos inh
21 | -2 | 1% | -18% | i
22 | -6 | -2% | 4% | i
23 | -7 | -9% | 20% | i
24 | -5 | · | 5% | i
25 | -11 | 1% | 5% | i
26 | 0 | 0% | -1% | i
27 | -14 | 0% | 25% | i
28 | -3 | 1% | 10% | i
29 | -7 | -7% | 3% | i
30 | -23 | 1% | 21% | -96%*

entry | compound | CCT modulator | PTHR1 agonist | D3 antag | EPAC2 agonist
31 | Cc1cc(C)c2c(n1)sc1c(O)cc(=O)[nH]c12 | -4.9 | i | 14 | 1%
32 | CCCCCC(=O)N1CC2(CC(c3cccc(NC(=O)c4ccccc4)c3)=NO2)C[C@@H]1C(N)=O (some centres not stated) | 0.0 | -67%[inhibitor] | 7 | 0%
33 | COC(=O)CN(C#N)c1nc(OC)nc(N(C)C)n1 | 0.1 | ? | 10 | 8%
34 | N/C(=N\OC(=O)c1cc(Cl)ccc1Cl)c1ccncc1 | -2.0 | -14% | 15 | 0%
35 | Cc1cc(C(=O)O)c2ccccc2n1 | -0.1 | i | -16 | -1%
36 | O=C(O)c1ccccc1NC(=S)NC(=O)c1cccc2ccccc12 | -0.2 | i | 11 | 5%
37 | Cc1ccc(C)c(S(=O)(=O)Nc2ccc(C(=O)NCCc3ccccn3)cc2)c1 | -1.5 | i | 14 | -6%
38 | COc1ccc(S(=O)(=O)N(C)C[C@@H]2OCCCC[C@@H](C)Oc3ccc(NS(=O)(=O)c4cccs4)cc3C(=O)N([C@H](C)CO)C[C@@H]2C)cc1 | -0.6 | -25% | 19 | 7%
39 | CN(C(=O)c1ccc(NC(=O)C2CCCN(C(=O)OC(C)(C)C)C2)cc1)C1CCC1 (configuration not stated) | -1.6 | -1% | -10 | 0%
40 | Cc1noc(C)c1C(=O)N1CCN(c2ncccn2)CC1 | 0.0 | -16%[57.5 µM] | -9 | 3%

entry | DRD3 agonist | MmCpn inh | EPAC2 antag | Akt phos inh
31 | 2 | -6% | -6% | i
32 | 10 | 1% | 7% | i
33 | 8 | 1% | -5% | i
34 | 2 | 6% | 20% | i
35 | 8 | 2% | 12% | i
36 | -1 | 0% | 2% | i
37 | 1 | 0% | 6% | i
38 | -6 | · | -10% | i
39 | 1 | 1% | 21% | i
40 | -13 | 4% | 3% | i

entry | compound | CCT modulator | PTHR1 agonist | D3 antag | EPAC2 agonist
41 | Cc1ccc(-c2cnc(C(O)c3cc(F)cc(Cl)c3)[nH]2)cc1 (configuration not stated) | 0.1 | -23% | 27 | 2%
42 | COc1ccc(NC(=S)NC(=O)/C=C/c2ccc(F)cc2)cc1 | 0.0 | i | 23 | 7%
43 | COC(=O)c1ccc(N=NNc2ccc(C(=O)OC)cc2)cc1 | -2.8 | i | 20 | -3%
44 | CC(=O)c1nn(-c2cccc(Br)c2)cc1C(=O)c1ccc2ccccc2c1 | -1.5 | i | -11 | -7%
45 | COc1cccc(CNC(=O)COC(=O)c2cc(Br)c(Br)s2)c1 | -3.4 | -17% | 37 | -3%
46 | Fc1cccc(/C=N/n2c(C3CCCCC3)n[nH]c2=S)c1 | -0.9 | -8% | -22 | -4%
47 | CCOC1=C2CN(S(=O)(=O)c3ccc(C)cc3)[C@H](c3ccccc3)C[C@@H]2N(S(=O)(=O)c2ccc(C)cc2)[C@H](c2ccccc2)C1 | 0.6 | -1% | 0 | 4%
48 | O=C(Nc1nc(-c2ccncc2)cs1)c1ccc(F)cc1 | 1.1 | ? | -11 | 5%
49 | Cc1ccc(S(=O)(=O)NC(CC(=O)NCC2CCCO2)c2ccco2)cc1 (configuration not stated) | -1.3 | i | -15 | 0%
50 | Cc1ccccc1N=C1SCC(=O)N1Cc1ccccc1 | 0.4 | -7% | 12 | 7%
51 | CC1CCCC(NC(=O)c2cccc(S(=O)(=O)N3CCOCC3)c2)C1C (configuration not stated) | -1.0 | i | 7 | -2%
52 | COc1ccc(Br)cc1C(=O)Nc1cccc(C)c1 | 1.3 | i | -1 | -2%

entry | DRD3 agonist | MmCpn inh | EPAC2 antag | Akt phos inh
41 | 1 | · | -16% | i
42 | 0 | 0% | 6% | i
43 | 6 | -1% | -2% | i
44 | 2 | 0% | 11% | i
45 | -8 | -26% | 16% | i
46 | -3 | 0% | 1% | i
47 | -2 | · | 9% | i
48 | -1 | 1% | 0% | i
49 | 1 | -2% | -3% | i
50 | 0 | 1% | ? | i
51 | -4 | · | 0% | i
52 | 4 | -3% | 0% | i

Screening results (PubChem BioAssay)
